Compound activity: PubChem, Southern Research Specialized Biocontainment Screening Center
M. tuberculosis HTS – M. tuberculosis growth inhibition, HTS (AID 449762) | M. tuberculosis H37Rv growth inhibition, 7H9 media; higher % means a stronger effect | one-dose inhibition, % at 25 µM; IC50 in µM for titrated hits | 0.59% of 330,000 active; in the data active = a potency from the dose series; inconclusive = inhibition above about 70% without an active follow-up result;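 note: bacterial growth assessed after seven days of incubation; strong numbers were not always called active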
tuberculosis growth – growth inhibition of non-replicating M. tuberculosis (AID 488890). Mycobacterium tuberculosis non-replicating, growth inhibition; higher % means a stronger effect. 0.39% of 320,000 active. inhibition, % at 25 µM; hits with a dose series show IC50 in µM; in the data active = a potency from the dose series; inconclusive = inhibition mostly from about 82% at the one dose, without a potency; inactive = the rest, 99 in 100 with inhibition below about 76%;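 note: plate controls were DMSO cells for no effect and high antibiotic wells for full effect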
H1N1 NS1A inhibition – H1N1 influenza NS1A inhibitors, functional cell based assay (AID 504329). NS1A functional cell-based assay, percent inhibition; higher % means a stronger effect. 0.3% of 340,000 active. inhibition, % at 12.5 µM, or IC50 in µM where a hit was titrated; in the data active = a potency from the dose series; inconclusive = inhibition above about 27% without an active follow-up result; note: strong numbers were not always called active
VEEV TC-83 Vero – inhibitors of VEEV TC-83 cytopathic effect, confirmation, Vero cells (AID 588727) | Vero cells, VEEV TC-83 cytopathic effect inhibition; higher % means a stronger effect | 0.13% of 350,000 active | one-dose inhibition, % at 20 µM; IC50 in µM for titrated hits; in the data active = a potency from the dose series; inconclusive = inhibition mostly from about 14% at the one dose, without a potency; inactive = the rest, 99 in 100 with inhibition below about 12%; note: strong numbers were not always called active
Salmonella PhoP GFP – PhoP regulon inhibitors, Salmonella typhi PhoP promoter GFP reporter, confirmatory (AID 1850); 0.33% of 310,000 active; Salmonella Typhi PhoP-promoter GFP reporter, fluorescence, 4 h; higher % means a stronger effect; one-dose inhibition, % at 50 µM; IC50 in µM for titrated hits; in the data active = a potency from the dose series; inconclusive = inhibition mostly from about 25% at the one dose, without a potency; inactive = the rest, 99 in 100 with inhibition below about 19%;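 note: 0% = induced wells with vehicle and 100% = uninduced wells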
VEEV TC-83 Vero 10K pilot screen – second read-out of VEEV TC-83 Vero, no call of its own (marks repeat the call); inhibition, %; measured here: 10K pilot screen inhibition
* = called active by the depositor; i = inactive; ? = inconclusive; / = not tested or not shown. Compounds as they come. Share with any hit: about 1.4%.

SMILES	M. tuberculosis HTS	tuberculosis growth	H1N1 NS1A inhibition	VEEV TC-83 Vero	Salmonella PhoP GFP	others
CCCOC(=O)c1ccc(Oc2c(-c3ccc(OCC)cc3O)n[nH]c2C)cc1	-5%	-7%	7%	2.2%	0%
O=C1C(=O)c2ccc(-c3ccccc3)cc2-c2ccccc21	?	?	-4%	i	1%
COC(=O)c1ccc(NC(=S)NNC(=O)CC(C)C)cc1	0%	73%	-4%	1.4%	4%
CC(=O)n1c(C=Nc2ccccc2)c(O)c2ccccc21	69%	2%	-17%	2.2%	4%
CN(Cc1nc2ccccc2c(=O)[nH]1)C(=O)c1cccc(S(=O)(=O)N2CCCCCC2)c1	-2%	21%	-5%	0.9%	/
COc1ccc(NC(=O)C2C3C=CC(C3)C2C(=O)NCc2ccco2)cc1 (stereo not drawn)	29%	8%	-6%	i	0%
O=C(NCCOc1ccccc1F)c1cc(F)c(F)cc1Cl	4%	16%	0%	3.7%	0%
COc1cc2c(cc1OC)C1=NC(=O)CN1C(SCc1ccccc1C)=N2	-4%	6%	6%	i	-7%
CCOC(=O)/C=C1/N(C)c2ccccc2C1(C)C	-9%	0%	-7%	0.1%	24%
Cn1c(CSc2ncccn2)nnc1SCC(=O)N1CCCCC1	5%	-2%	-6%	0.6%	9%
CN=c1scc(-c2cccs2)n1/N=C/c1ccc(O)c(O)c1O	10%	-4%	28%	i	-6%
O=C(NCCc1ccccc1)c1cc(=O)c2ccccc2o1	6%	20%	6%	i	-4%
CCOC(=O)c1c(NC(=O)COC(=O)Cc2n[nH]c(=O)c3ccccc23)sc(C(=O)NC)c1C	-12%	-6%	-5%	2.8%	/
CCCCCCNc1cc(C)oc(=O)c1C(C)=O	2%	67%	0%	i	2%
c1ccc(Oc2nnc(-c3cccs3)c3ccccc23)cc1	-1%	-7%	6%	0.2%	3%
CC(=O)n1cc([C@@H]2C=C(C(=O)N3CCN(C)CC3)O[C@H](OCc3ccc(CO)cc3)C2)c2ccccc21	2%	2%	-6%	2.0%	-3%
COc1ccccc1Nc1nc(C2(C)CCC(=O)O2)cs1 (stereo not drawn)	-4%	4%	-2%	0.1%	-8%
COC(=O)[C@]1(Cc2ccccc2)N[C@H](CN(C)C(=O)c2ccc(C)cc2)[C@@H]2C(=O)N(Cc3ccccc3)C(=O)[C@@H]21	-5%	56%	-3%	3.9%	/
CCOc1ccc(CN2CCN(C3CCSCC3)CC2CCO)cc1 (stereo not drawn)	3%	-1%	-7%	0.2%	7%
COc1cc(-c2cc(C(=O)Nc3ccc(N4CCOCC4)cc3)c3ccccc3n2)cc(OC)c1OC	-6%	-10%	2%	6.8%	3%
CN(C(=O)COC(=O)COc1ccc(N(C)S(=O)(=O)c2ccc(Cl)cc2)cc1)c1ccccc1	/	/	-12%	2.5%	/
CC(C)c1ccc(C(=O)CSc2ncn[nH]2)cc1	-3%	26%	-2%	i	-7%
Cc1nnc(SCc2cccc([N+](=O)[O-])c2)o1	-6%	2%	-6%	0.9%	-17%
COc1ccc(CC2(CO)CCN(Cc3cnn(-c4ccccc4)c3)CC2)cc1	-2%	8%	-2%	i	-1%	VEEV TC-83 Vero 10K pilot screen=0.3
O=C(CCNS(=O)(=O)c1ccc(Cl)cc1)N1CCCCCC1	8%	-2%	-16%	1.9%	-7%
CCC(C)C1C(C#N)=C(N)OC2=C1C(=O)CC(C)(C)C2 (stereo not drawn)	0%	/	0%	i	-7%
O=C(Nc1nnc(SCC(=O)N2CCOCC2)s1)c1ccccc1Cl	5%	18%	-5%	1.2%	-4%
CCOC(=O)c1nc[nH]c1C	/	/	6%	1.0%	-13%
S=C(NCc1ccco1)NC1CCCc2ccccc21 (stereo not drawn)	-1%	12%	5%	1.4%	-1%
CCc1c(C(=O)Nc2cc(C(=O)OC)ccc2C)csc1C	-1%	-6%	0%	1.4%	-8%
COc1cccc(C2=NOC(C(=O)Nc3cc(C)nn3-c3ccccc3)C2)c1OC (stereo not drawn)	-6%	20%	3%	0.0%	-6%
CC(C)c1c(C(=O)N/N=C/c2ccc3c(c2)OCO3)nnn1-c1nonc1N	1%	3%	-3%	3.5%	6%
COc1ccc(C2C3=C(CC(C)(C)CC3=O)Oc3ncn4nc(-c5ccccc5)nc4c32)cc1 (stereo not drawn)	/	/	-6%	0.1%	/
COc1ccc(C(=O)NNC(=S)NC(=O)c2cccnc2)cc1	?	?	-5%	0.3%	1%
Cc1cc(=O)[nH]c(SC/C=C/c2ccccc2)n1	-12%	/	15%	1.2%	-3%
C[C@@H](NC(=O)[C@@H]1Cc2ccccc2CN1C(=O)OC(C)(C)C)C(=O)NC1CCCC1	13%	30%	4%	i	-3%
Cn1c2ccccc2c2nnc(SCC(N)=O)nc21	7%	-11%	2%	1.7%	-11%
COc1ccc(C(=O)c2oc3ccccc3c2NC(C)=O)cc1	12%	24%	-1%	4.7%	-13%
COc1ccc(NS(=O)(=O)c2cc(C(=O)O)ccc2C)cc1	-10%	1%	-13%	i	-6%
C=CCCC1CN(Cc2ccco2)S(=O)(=O)c2c(F)cccc2O1 (stereo not drawn)	/	/	1%	2.5%	/
O=C(C[C@@H]1C/C=C\C[C@@H](NC(=O)OCC2c3ccccc3-c3ccccc32)C(=O)OC[C@@H](Cc2ccccc2)NC1=O)NCCO	3%	72%	8%	0.5%	/
O=C1c2ccccc2S(=O)(=O)N1CC1CC(c2ccccc2Cl)=NO1 (stereo not drawn)	-2%	-13%	-9%	1.8%	0%
Cc1ccc(/C=C/C(=O)OCn2nnc3ccccc3c2=O)o1	?	73%	-9%	0.9%	14%
Cc1ccc(-c2csc3ncnc(N4CCN(Cc5ccccc5)CC4)c23)cc1	3%	33%	5%	2.7%	-2%
CCOC(=O)CSc1cccc2cccnc12	4%	51%	1%	?	1%
COc1ccccc1C(=O)NNC(=O)CN1C(=O)c2ccccc2C1=O	2%	13%	-4%	1.8%	-5%
COc1ccc(Cn2cnc([N+](=O)[O-])c2)cc1[N+](=O)[O-]	-1%	1%	-2%	0.7%	3%
Cc1cc(C)n(-c2nc3ccccc3nc2N2CCN(S(=O)(=O)c3ccc4ccccc4c3)CC2)n1	-6%	0%	-9%	i	-4%
O=C(CSc1nnnn1-c1cccnc1)Nc1ccc(F)cc1F	-5%	-20%	0%	6.8%	-6%
Cc1ccc(S(=O)(=O)n2nc(-n3c(C)ccc3C)c3c(F)cccc32)c2ccccc12	12%	-6%	/	2.0%	4%
CC(C)CCOP(N)(=O)Oc1ccccc1 (stereo not drawn)	-7%	27%	6%	0.1%	0%
CC(C)(C)OC(=O)N1CCC[C@H]1c1nnc(SCc2c(Cl)cccc2Cl)o1	0%	6%	3%	i	10%
CCc1nn(C(C)C(=O)NCc2cccc(OC)c2)c(=O)c2cc3occc3n12 (stereo not drawn)	-6%	-13%	4%	1.7%	-15%
O=C(Cn1cnc(S(=O)(=O)N2CCCCC2)c1)Nc1ccc(OC(F)(F)F)cc1	-1%	0%	3%	5.2%	-27%
Cc1ccc(NC(=O)c2nc[nH]c2C(=O)N(C)Cc2ccccc2)cc1	?	76%	-5%	0.3%	/
C/C(=N\Nc1nc(-c2cc(C)ccc2C)cs1)c1cc2ccccc2oc1=O	5%	-17%	-3%	2.4%	15%
Cc1nc2nc(SCC(=O)NCCCN3CCCC3)nn2c(C)c1Cc1ccccc1Cl	-9%	13%	11%	0.3%	-2%
CCOc1ccccc1NC(=O)/C(C#N)=C/c1c(C)nn(-c2ccccc2)c1Cl	1%	7%	-1%	8.2%	-3%
N#Cc1c(/N=C/c2ccco2)sc2c1CCCCC2	28%	1%	4%	5.5%	-5%
O=C(c1ccc(Cl)c(S(=O)(=O)NCc2ccco2)c1)N1CCN(c2ccc(F)cc2)CC1	-3%	17%	8%	5.0%	-4%

Part of the list above in order of length of the SMILES, smallest number first:
SMILES	M. tuberculosis HTS	tuberculosis growth	H1N1 NS1A inhibition	VEEV TC-83 Vero	Salmonella PhoP GFP	others
COc1ccccc1C(=O)NNC(=O)CN1C(=O)c2ccccc2C1=O	2%	13%	-4%	1.8%	-5%
COc1ccc(Cn2cnc([N+](=O)[O-])c2)cc1[N+](=O)[O-]	-1%	1%	-2%	0.7%	3%
O=C(C[C@@H]1C/C=C\C[C@@H](NC(=O)OCC2c3ccccc3-c3ccccc32)C(=O)OC[C@@H](Cc2ccccc2)NC1=O)NCCO	3%	72%	8%	0.5%	/

Further compounds.
SMILES	M. tuberculosis HTS	tuberculosis growth	H1N1 NS1A inhibition	VEEV TC-83 Vero	Salmonella PhoP GFP	others
O=C(CNC(=O)c1ccc(Cl)cc1Cl)OCc1cn2cc(Br)ccc2n1	8%	15%	-16%	i	/
CCc1ccc(C2C(C#N)=C(N)Oc3cc(N)ccc32)cc1 (stereo not drawn)	4%	15%	0%	0.9%	-3%
Cc1ocnc1C(=O)Nc1ccc(Cl)cc1	-11%	13%	-2%	i	-9%
CCCCNC(=O)c1onc(CSc2ccccc2)c1C(=O)O	-1%	9%	-14%	0.4%	-5%
CC1Cc2nc(SCC(=O)NC3CCCCC3)n(C)c(=O)c2S1 (stereo not drawn)	1%	13%	-1%	2.4%	-15%
CCOc1cc(C(=O)OCC(=O)Nc2ncc(Cl)c(C)c2Cl)ccc1OCC(=O)N1CCOCC1	1%	-2%	-2%	2.2%	-2%
Cc1ccc(N2C(=O)CC(Nc3ccccc3)C2=O)cc1 (stereo not drawn)	-3%	-4%	-1%	i	3%
Cc1ccc(/C=N/N2CCOCC2)s1	-7%	5%	-4%	i	4%
Cc1ccc(S(=O)(=O)c2c(C)cc(C)nc2N2CCCCC2)cc1	/	/	-12%	i	/
CSc1nc(-c2ccccc2)c(C#N)c(=O)[nH]1	2%	20%	-12%	0.7%	-14%
CC1CN(C(=O)COC(=O)Cc2ccc(Cl)cc2)CC(C)O1 (stereo not drawn)	-6%	9%	-3%	i	/
Cc1cccc(N2CCN(C(=O)c3ccccc3NC(=O)C3CC=CCC3C(=O)O)CC2)c1 (stereo not drawn)	1%	-1%	-3%	0.2%	8%
O=C(CCC(=O)N1CCOc2ccc(Cl)cc21)NCCCN1CCN(Cc2ccccc2)CC1	3%	3%	-5%	i	-2%	VEEV TC-83 Vero 10K pilot screen=0.0
CCCCOCCCNC(=S)Nc1ccc(S(=O)(=O)N2CCOCC2)cc1	-7%	?	0%	0.5%	8%
O=C(NC1CCCC1)c1ccc(CS(=O)(=O)c2cccc(C(F)(F)F)c2)o1	1%	6%	-1%	0.6%	1%
COc1cccc(Cn2cnc3c(N)c(C)c(C)cc32)c1	-7%	-15%	7%	1.1%	-9%
COC(=O)C(C)Sc1ncnc2c1nnn2-c1ccc(F)cc1 (stereo not drawn)	?	?	5%	5.1%	-5%
COc1ccccc1NS(=O)(=O)c1ccc(NC(=O)c2ccccn2)cc1	/	/	-5%	0.2%	/
CCCOc1ccc(C(=O)c2ccccc2C(=O)O)cc1OCCC	2%	-1%	-12%	0.5%	-4%
COc1nccnc1NS(=O)(=O)c1ccc(NCc2cc(Br)ccc2O)cc1	3%	20%	-4%	4.0%	9%
O=S(=O)(Nc1ccc2ccccc2c1)N1CCCCC1	/	/	6%	0.7%	/
Cc1ccc(NC(=O)CN(C)C(=O)c2cccc(S(=O)(=O)NCc3ccco3)c2)cc1	-10%	4%	-6%	0.9%	/
Cc1cc(C)n(-c2ccc(S(=O)(=O)N3CCOCC3)cc2[N+](=O)[O-])n1	-5%	-16%	-5%	1.2%	9%
O=C(NC(=S)NC1CCN(Cc2ccccc2)CC1)c1ccc(F)cc1	1%	-1%	-1%	0.3%	4%
O=C(Nc1ccccc1C(=O)N1CCN(c2cccc(Cl)c2)CC1)C1=CSCCO1	13%	-1%	0%	i	-16%
CCc1noc(C)c1C(=O)NNC(=O)c1ccccc1	0%	-12%	0%	3.6%	/
COC(=O)c1ccc(NC(=O)Cc2ccc(C)cc2)cc1	1%	-1%	5%	0.4%	-3%
Cc1ccccc1NC(=O)COC(=O)C1C2CC3OC(=O)C1C3C2 (stereo not drawn)	10%	-2%	10%	0.2%	10%

Of the compounds above, five have two or more sulfur atoms:
SMILES	M. tuberculosis HTS	tuberculosis growth	H1N1 NS1A inhibition	VEEV TC-83 Vero	Salmonella PhoP GFP	others
Cn1c(CSc2ncccn2)nnc1SCC(=O)N1CCCCC1	5%	-2%	-6%	0.6%	9%
CN=c1scc(-c2cccs2)n1/N=C/c1ccc(O)c(O)c1O	10%	-4%	28%	i	-6%
O=C(Nc1nnc(SCC(=O)N2CCOCC2)s1)c1ccccc1Cl	5%	18%	-5%	1.2%	-4%
CC1Cc2nc(SCC(=O)NC3CCCCC3)n(C)c(=O)c2S1 (stereo not drawn)	1%	13%	-1%	2.4%	-15%
CCCCOCCCNC(=S)Nc1ccc(S(=O)(=O)N2CCOCC2)cc1	-7%	?	0%	0.5%	8%
